# CHT allo act – human CHT allosteric activation. CHT-expressing cells, membrane potential dye, choline EC20; active compounds read high; LV-AA mutant CHT in HEK293 cells. B-score at 10 µM. hit rate 0.49% among 310,000. AID 488977;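 active means initial fluorescence not abnormally high and integrated response B-score, plate-corrected, over 3 SD above library mean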
# Target sequence (Q9GZV3 whole entry, looked up): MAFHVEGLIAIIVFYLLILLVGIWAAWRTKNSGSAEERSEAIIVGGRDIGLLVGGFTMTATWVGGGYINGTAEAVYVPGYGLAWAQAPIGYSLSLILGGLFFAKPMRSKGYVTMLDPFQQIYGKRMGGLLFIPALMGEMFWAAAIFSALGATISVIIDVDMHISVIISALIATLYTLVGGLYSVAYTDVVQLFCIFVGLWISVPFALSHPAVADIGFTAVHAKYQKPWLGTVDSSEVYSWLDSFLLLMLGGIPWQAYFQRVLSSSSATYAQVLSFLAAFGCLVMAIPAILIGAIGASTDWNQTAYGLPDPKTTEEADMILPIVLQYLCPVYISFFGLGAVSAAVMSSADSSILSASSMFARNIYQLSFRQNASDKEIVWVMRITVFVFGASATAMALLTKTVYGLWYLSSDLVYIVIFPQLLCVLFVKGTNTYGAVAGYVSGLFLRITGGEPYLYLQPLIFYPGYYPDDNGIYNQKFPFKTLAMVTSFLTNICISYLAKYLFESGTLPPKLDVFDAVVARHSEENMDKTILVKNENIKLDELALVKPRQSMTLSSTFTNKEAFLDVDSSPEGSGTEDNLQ
# CHT inh – human CHT choline transport inhibition. Q9GZV3. CHT-expressing cells, membrane potential dye, choline response; active compounds read low. B-score at 10 µM. hit rate 0.86% among 310,000. AID 488975;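 active means B-score over 3 SD under the library average, and starting fluorescence ratio not unusually high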;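 further: choline stimulus applied at its EC90 after an EC20 pre-addition; B-score computed on integrated fluorescence ratio after choline addition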
# STK33 kinase inh – blocks human STK33 kinase activity | purified STK33, MBP phosphorylation, ADP-Glo luminescence | Q9BYT3 | inhibition, % at 10 µM | hit rate 0.073% among 320,000;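 active means inhibition at or above 25%, using the most active replicate where run in duplicate; inactive means inhibition below 25%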
# Target sequence (Q9BYT3 whole entry, looked up): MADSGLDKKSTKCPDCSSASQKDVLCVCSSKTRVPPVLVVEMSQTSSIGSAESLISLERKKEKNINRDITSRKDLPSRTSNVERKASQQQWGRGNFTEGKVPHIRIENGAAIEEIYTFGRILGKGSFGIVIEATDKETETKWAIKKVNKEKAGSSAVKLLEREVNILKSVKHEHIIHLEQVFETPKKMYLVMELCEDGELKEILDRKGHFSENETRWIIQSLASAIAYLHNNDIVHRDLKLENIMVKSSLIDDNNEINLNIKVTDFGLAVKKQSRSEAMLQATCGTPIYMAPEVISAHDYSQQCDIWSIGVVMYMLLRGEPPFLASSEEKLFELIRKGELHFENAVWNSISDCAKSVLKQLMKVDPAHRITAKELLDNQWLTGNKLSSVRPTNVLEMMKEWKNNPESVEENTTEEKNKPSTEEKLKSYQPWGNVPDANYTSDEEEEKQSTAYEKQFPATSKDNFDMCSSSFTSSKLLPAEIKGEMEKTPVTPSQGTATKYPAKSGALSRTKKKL
# Starred values were filed as active, the others as inactive; i = inactive; . = no result given.
# Second line of a record – CHT allo act, CHT inh, STK33 kinase inh
> COc1ccc(CNC(=O)CCCn2nc(C)n3ccnc3c2=O)cc1
    i, i, 0.2
> CCN1CCN(C(=O)c2cc(COc3ccc(F)cc3F)on2)[C@@H](C)C1=O
    i, i, -1.6
> COc1ccc(CCNC(=O)c2cc(S(=O)(=O)N3CCCCC3)c[nH]2)cc1OC
    i, i, 0.3
> CCc1c(O)cc2n(c1=O)-c1ccccc1C2(C)C
    i, i, 1.3
> C#CC[N+]1(CC#Cc2ccc(C)cc2)CCCCC1
    i, -7*, -1.6
> COc1ccc(/C=N/N2CCOCC2)cc1Cn1nc(C)c([N+](=O)[O-])c1C
    i, i, 0.2
> COc1ccc2c(c1)cc1n2CCN=C1NCCO
    i, i, -0.5
> CC(C)c1nc(SCC(=O)N2CCCC2)c2c(=O)n(C)c(=O)n(C)c2n1
    i, i, 0.0
> CCCCCc1nc2c(C#N)c(-c3ccc(Cl)cc3)ccn2n1
    i, i, -0.9
> C1CCCCCC2(CCCCC1)OCC(CN1CCOCC1)O2 (stereo not given)
    i, i, .
> Cc1ccc(SCCC(=O)Nc2ccccc2C(=O)NC(C)C)cc1
    i, i, 0.0
> COc1ccc(CNC(=O)/C=C/C(=O)O)cc1OC
    i, i, -1.9
> O=C(COC(=O)COc1cccc(C(F)(F)F)c1)NC1CCS(=O)(=O)C1 (stereo not given)
    i, i, -0.3
> c1ccc(C(NCCNC(c2ccccc2)c2ccccc2)c2ccccc2)cc1
    i, i, -1.4
> COc1ccc(OC)c(NC(=O)C2CCCN(S(=O)(=O)c3c(C)noc3C)C2)c1 (stereo not given)
    i, i, -1.5
> CCOc1ccc(/C=N/NC(=S)Nc2c(C)cccc2C)cc1
    i, i, -1.8
> CC(C)C1COC(c2cccn2Cc2ccccc2Cl)=N1 (stereo not given)
    i, i, -0.2
> O=C(CSc1nnnn1-c1ccc(O)cc1)Nc1cccc(S(=O)(=O)N2CCCC2)c1
    i, i, -0.5
> COc1cc2c(cc1O)CC[n+]1cc3c(OC)c(OC)ccc3cc1-2
    i, i, -0.4
> O=C(CNS(=O)(=O)c1ccc([N+](=O)[O-])cc1)N/N=C/c1ccc(O)cc1O
    i, i, 1.9
> COc1ccc(C(=O)CN2C(=O)NC3(CCCCCC3)C2=O)cc1
    i, i, -0.8
> CCc1ccc(NC(=O)c2cnn3ccccc23)cc1
    i, i, 0.0
> CCCNC(=O)c1ccc(N2CCC3(CC2)CC(c2ccccc2)=NO3)c(NC(=O)c2ccc(Br)cc2)c1
    i, i, -0.7
> Cn1c(NC(=O)c2ccccc2NC(=O)C(C)(C)C)nc2ccccc21
    i, i, 1.8
> O=C(CCn1c(=O)oc2ccccc21)Nc1ccccc1
    i, i, -0.7
> COC(=O)c1ccc(-n2nnnc2SCc2nn[nH]n2)cc1
    i, i, -3.5
> COc1cccc(CN2CC(C(=O)NCCC3=CCCCC3)CCC2=O)c1 (stereo not given)
    i, i, -0.2
> C/C(=N\NC(=O)Cc1ccccc1[N+](=O)[O-])c1cccnc1
    i, i, -1.5
> COc1ccc(Nc2c(-c3ccco3)nc3ccc(C)cn23)cc1
    i, i, -1.6
> Cc1ccc2nc(-c3ccc(NC(=O)CCS(=O)(=O)c4ccccc4)cc3)sc2c1
    i, i, 0.2
> CCOC(=O)c1[nH]c(C)c(C(=O)N2CCOCC2)c1C
    i, i, -1.8
> O=C1CC2(CCN(C(=O)c3ccc([N+](=O)[O-])cc3)CC2)Oc2ccccc21
    i, i, -0.3
> COc1ccc(Cc2nnc(NC(=O)C3CCCO3)s2)cc1 (stereo not given)
    i, i, -3.1
> COc1ccc(CN(C)CC(=O)Nc2c(C)cccc2C)c(OC)c1
    i, i, -0.5
> Cc1cccc(OCC(O)Cn2c(=N)n(CCN3CCOCC3)c3ccccc32)c1 (stereo not given)
    i, i, -0.7
> COc1cccc(CNC(=O)C2CCCN(S(=O)(=O)c3ccc4c(c3)C(C)(C)C(=O)N4C)C2)c1 (stereo not given)
    i, i, -1.1
> O=C(CNC(=O)c1ccccc1)N=Nc1c(O)[nH]c2ccc(Br)cc12
    i, i, -1.5
> CCOc1ccc(C(=O)Nc2ccc(NC(=O)c3ccco3)c(Cl)c2)cc1Br
    i, i, -2.5
> CCN(Cc1nc(-c2ccc(OC)cc2)no1)C(=O)c1ccoc1C
    i, i, -0.8
> COc1ccc(CCNC(=O)C2CCN(C(=O)c3ccc(C(C)(C)C)cc3)CC2)cc1
    i, i, -0.2
> Cc1ccc(S(=O)(=O)N(CC(=O)O)Cc2ccccc2F)cc1
    i, i, 0.0
> O=P(c1ccccc1)(c1ccccc1)C(O)c1ccccn1 (stereo not given)
    i, i, -2.3
> O=C(Nc1ccc(N2CCN(C(=O)c3ccco3)CC2)cc1)c1ccc([N+](=O)[O-])cc1Cl
    i, i, -1.1
> CC(=O)Nc1ccc(NC(=O)CN(c2ccc(C34CC5CC(CC(C5)C3)C4)cc2)S(C)(=O)=O)cc1
    i, i, 0.4
> CCn1cc(S(=O)(=O)c2ccccc2)c(=O)c2cc(F)c(N3CCN(C)CC3)cc21
    i, i, -0.6
> O=C(Nc1cccnc1)c1cc(Br)c(Br)s1
    i, i, 0.3
> O=C(O)CC/C(=N\Nc1ccc([N+](=O)[O-])cc1S(=O)(=O)N1CCOCC1)c1cccs1
    i, i, 0.4
> CCCCOC(=O)c1ccc(N=Nc2c(C)c(C#N)c(O)[nH]c2=O)cc1
    i, i, -2.0
> Cc1[nH]nc(N=CC2=C(O)CC(C)(C)CC2=O)c1-c1ccccc1
    i, i, -0.1
> Cc1occc1-c1nnc(SCC(=O)Nc2ccccc2)n1C(C)c1ccccc1 (stereo not given)
    i, i, -0.7

# More entries follow:
# Second line of a record – CHT allo act, CHT inh, STK33 kinase inh
> Cc1cc(C)cc(N2CCCn3c2nc2c3c(=O)[nH]c(=O)n2C)c1
    i, i, 0.2
> O=C(CSc1nc2ccccc2s1)NCCCN1CCOCC1
    i, i, 0.1
> O=C1NC(=O)/C(=C\c2ccc(OCc3cccc(C(=O)O)c3)c(Cl)c2)N1
    i, i, 3.9
> COc1ccccc1Nc1nnc(SCc2nnc(-c3cc(OC)c(OC)c(OC)c3)o2)s1
    i, i, 5.2
> CCc1cccc2c1Sc1ccccc1CC2N1CCNCC1 (stereo not given)
    i, i, 0.2
> CCOc1ccc2[nH]c3nc(SCC(=O)NC4CC4)nnc3c2c1
    i, i, -0.2
> COc1ccc(CCNC(=O)c2ccccc2-c2ccccc2C(=O)O)cc1OC
    i, i, -2.0
> CCOC(=O)C1CCN(c2c(NCc3ccc(C(=O)NCCC(C)C)cc3)c(=O)c2=O)CC1
    i, i, -0.7
> Cc1ccc(C(=O)N2c3ccccc3CC2C)o1 (stereo not given)
    i, i, 0.3
> Cc1cc(C)nc(NC(=O)c2ccc(C)c([N+](=O)[O-])c2)n1
    i, i, -1.5
> COCCn1c(=N)c(C(=O)NCCc2ccccc2)cc2c(=O)n3cccc(C)c3nc21
    i, i, -0.6
> Cc1nnc(SCC(=O)N2N=C(c3ccc(Cl)cc3)CC2c2ccco2)[nH]c1=O (stereo not given)
    i, i, -2.0
> Cc1cc(C(F)(F)F)n2nc(-c3cccs3)cc2n1
    i, i, 2.2
> Cc1cc(=O)[nH]c(SCC(=O)NCc2ccc3c(c2)OCO3)n1
    i, i, -0.5
> N#CC1=C(N)Oc2c(ccc3cccnc23)C1c1ccccc1 (stereo not given)
    i, i, -1.2
> Cc1cccc(N(Cc2ccccc2)C(=O)c2cc(S(=O)(=O)N3CCOCC3)ccc2F)c1
    i, i, -2.1
> Nc1ccc(CC2SC(=O)NC2=O)cc1 (stereo not given)
    i, i, -0.5
> Cc1cc(OCCCn2ccnc2)ccc1C(C)C
    i, i, -1.4
> COc1ccccc1C(=O)Nc1ccnn1C1CCN(Cc2cn(C)c3ccccc23)CC1
    i, i, 1.1
> Cc1nn(-c2cccc(Cl)c2)c2nc(C(F)(F)F)[nH]c(=O)c12
    i, i, -3.8
> S=c1[nH]nc(CN2CCCCC2)n1Cc1ccccc1
    i, i, -1.0
> CCC(C)NC(=O)C(Cc1ccccc1)NS(=O)(=O)c1ccc2c(c1)oc(=O)n2C (stereo not given)
    i, i, -1.8
> C=CCNS(=O)(=O)c1ccc2nsnc2c1
    i, i, -0.3
> CCOC(=O)C1C(c2cccs2)NC(=O)N(C)C1(O)C(F)(F)F (stereo not given)
    i, i, -1.3
> CCN(c1ccc(OC)cc1)S(=O)(=O)c1ccc(-c2cc(C)no2)s1
    i, i, 0.0
> O=C(Nc1ccc2nc3n(c(=O)c2c1)CCCC3)c1ccc(Cl)nc1
    i, i, -1.7
> O=C(Nc1ccc(Cl)cc1)Nc1ccc2c(c1)OCO2
    i, i, -1.0
> O=C(CN(CCc1ccccc1)C(=O)Cn1nnc(-c2cccs2)n1)NCc1ccco1
    i, i, 0.0
> Nn1c(SCC(=O)Nc2cc(C(F)(F)F)ccc2Cl)nncc1=O
    i, i, 0.8
> C=CCN(C(=O)c1csnn1)C(C(=O)NC(C)(C)C)c1ccncc1 (stereo not given)
    i, i, -1.7
> CCOCc1cnc(C)nc1NCC(=O)c1c(C)[nH]c2cc(C)ccc12
    i, i, -1.0
> CCC1CCCCN1Cc1nc2ccccc2c(=O)n1CC(C)=O (stereo not given)
    i, i, -1.3
> Cc1ccc(-c2nnn(CC(=O)NC3CCN(Cc4ccccc4)CC3)n2)cc1
    i, i, -0.2
> CCOC(=O)C1(Cc2ccccc2C(F)(F)F)CCN(CC(O)CO)CC1 (stereo not given)
    i, i, -1.0
> COc1cccc(N2CCN(C(=O)c3ccc(Cl)c(NC4=NC5CS(=O)(=O)CC5S4)c3)CC2)c1 (stereo not given)
    i, i, -1.2
> COc1ccc(CC(=O)Nc2ccc(C(=O)NC(C)(C)C)cc2)cc1OC
    i, i, 0.6
> CCCC/C(C)=N/NC(=O)c1cn(-c2ccccc2)nc1-c1ccccc1
    i, i, -0.5
> CCN1C(=O)[C@H]2[C@@H](c3ccc(-c4ccc(OC)cc4)c(OC)c3)N3CCCC[C@@]3(C(=O)OC)[C@H]2C1=O
    i, i, 0.0
> CCOP(=O)(OCC)/C(=C/N1CCCCC1)NC(=O)c1ccccc1
    i, i, -0.3
> COc1ccc(-c2cc(C(=O)NCCCN3CCOCC3)c3cc(C(C)C)ccc3n2)cc1
    i, -7.4*, 0.9

# Among those listed so far, these contain a cyano group:
# Second line of a record – CHT allo act, CHT inh, STK33 kinase inh
> CCCCCc1nc2c(C#N)c(-c3ccc(Cl)cc3)ccn2n1
    i, i, -0.9
> CCCCOC(=O)c1ccc(N=Nc2c(C)c(C#N)c(O)[nH]c2=O)cc1
    i, i, -2.0
> N#CC1=C(N)Oc2c(ccc3cccnc23)C1c1ccccc1 (stereo not given)
    i, i, -1.2

# Next entries follow:
# Second line of a record – CHT allo act, CHT inh, STK33 kinase inh
> O=C(CSc1nnc(NC(=O)c2ccccc2Cl)s1)NC1CC1
    i, i, -0.5
> O=C(Nc1nc2ccccc2s1)C1CCN(S(=O)(=O)c2cc([N+](=O)[O-])ccc2Cl)CC1
    i, i, -0.8
> COc1ccc(CNC(=O)C2CCN(S(=O)(=O)c3ccc4c(c3)NC(=O)CO4)CC2)cc1
    i, i, 3.1
> CC1(C)Cc2c(sc3nc4n(c(=N)c23)CCC4)CO1
    8.5*, i, -0.5
> CCCCCC(=O)N=Nc1c(O)[nH]c2ccc([N+](=O)[O-])cc12
    i, i, -0.8
> c1ccc(COC2CCCN(Cc3nc(Cc4ccccc4)no3)C2)cc1 (stereo not given)
    i, i, -0.4
> CCOc1ccccc1NC(=O)C1(S(=O)(=O)c2ccc(Cl)cc2)CC1
    i, i, 1.1
> COC(=O)c1cc(C(=O)c2cc(Br)ccc2O)coc1=N
    i, i, -2.1
> Cc1ccc(CSc2ccc(-c3ccco3)nn2)cc1
    i, i, 0.3
> O=C(NC(=S)Nc1ccccc1N1CCCCC1)c1ccco1
    i, i, -1.7

# Some of the entries so far, with tabs:
SMILES	CHT allo act	CHT inh	STK33 kinase inh
c1ccc(COC2CCCN(Cc3nc(Cc4ccccc4)no3)C2)cc1 (stereo not given)	i	i	-0.4
CCOc1ccccc1NC(=O)C1(S(=O)(=O)c2ccc(Cl)cc2)CC1	i	i	1.1
COC(=O)c1cc(C(=O)c2cc(Br)ccc2O)coc1=N	i	i	-2.1
Cc1ccc(CSc2ccc(-c3ccco3)nn2)cc1	i	i	0.3

# (next part)
# Second line of a record – CHT allo act, CHT inh, STK33 kinase inh
> Cc1ccc2cc(CN(CCCO)S(=O)(=O)c3cccc4nsnc34)c(=O)[nH]c2c1C
    i, i, 0.8
> Cc1cc(NC(=O)/C=C/C(=O)N(c2ccccc2C)C(C(=O)NC2CCCC2)c2ccc(F)cc2)no1 (stereo not given)
    i, i, 5.8
> CCOc1cc(NC(=O)C2CCCCC2)c(OCC)cc1NC(=O)c1ccco1
    i, i, -2.1
> O=C(NCCNS(=O)(=O)c1ccc(C(F)(F)F)cc1)N1CCOCC1
    i, i, -0.2
> CC(=O)Nc1ccc(N(C(=O)c2ccco2)C(C(=O)NC2CCCC2)c2ccc(N3CCOCC3)cc2)cc1 (stereo not given)
    i, i, -0.4
> COc1ccc(C(=O)NCC2CCCN2S(=O)(=O)c2cccs2)cc1OC (stereo not given)
    i, i, 0.0
> CSc1ncc(CN2CCCCC2C(=O)Nc2ccc(Oc3ccccc3)nc2)cn1 (stereo not given)
    i, i, 6.6
> COc1ccc(-c2ccc(C#N)c(SCC(=O)Nc3sc4c(c3C#N)CCC4)n2)cc1
    i, i, -0.8
> CC(C)(C)NC(NC(=O)Cc1ccccc1)C(Cl)(Cl)Cl (stereo not given)
    i, i, 0.8
> COc1ccccc1-c1cc(C(F)(F)F)nc(N2CCCCC2)n1
    i, i, 0.3

# Bioassay records deposited in PubChem BioAssay by several laboratories.
